From PubChem
N-glyco inh – N-linked glycosylation inhibition; D54 ERlucT glycosylation luciferase reporter, 24 h; percent of 100 nM tunicamycin response; reporter increase, % at 12.5 µM; 360,000 compounds, 0.23% hits;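 active = mean luciferase reporter signal, scaled so untreated is 0 and the glycosylation-blocking control 100, at or above a set limit in every replicate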;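 also: luciferase carries N-glycosylation sites so blocking glycosylation raises the light; 0% = median of neutral control wells and 100% = median of 100 nM tunicamycin wells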
NOD2 RIPK2 PPI – NOD2-RIPK2 protein interaction inhibition; AID 624267; O43353; 360,000 compounds, 0.38% hits; CHO BLA complementation NOD2-RIPK2, CCF4 ratio; inhibition, % at 4.98 µM; in the data active = inhibition above about 21%;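 also: 0% = vehicle only and 100% = reference blocker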
ABHD5-PLIN5 inh – blocks binding of human ABHD5 to perilipin-5; Split G. princeps luciferase complementation, luminescence, 4 h; inhibition, % at 4 µM; 360,000 compounds, 0.78% hits;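 active = inhibition above the mean inhibition across every tested compound plus 3 SD, cut at about 22% in these data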;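 also: 0% = DMSO only wells and the 100% control is not disclosed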
Target sequence (Q00G26 whole entry, looked up): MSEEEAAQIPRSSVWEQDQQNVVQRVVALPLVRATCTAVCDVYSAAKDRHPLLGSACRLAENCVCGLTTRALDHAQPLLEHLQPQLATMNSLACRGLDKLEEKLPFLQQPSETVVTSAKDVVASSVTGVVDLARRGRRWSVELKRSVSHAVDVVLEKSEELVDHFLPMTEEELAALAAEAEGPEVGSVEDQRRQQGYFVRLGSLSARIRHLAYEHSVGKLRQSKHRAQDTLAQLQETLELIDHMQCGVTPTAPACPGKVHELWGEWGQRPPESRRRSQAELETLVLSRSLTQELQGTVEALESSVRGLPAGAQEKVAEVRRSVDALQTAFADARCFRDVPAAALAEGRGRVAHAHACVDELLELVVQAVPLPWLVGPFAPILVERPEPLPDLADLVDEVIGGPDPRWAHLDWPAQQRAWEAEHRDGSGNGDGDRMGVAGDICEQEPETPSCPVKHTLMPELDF
Target sequence (Q8WTS1 whole entry, looked up): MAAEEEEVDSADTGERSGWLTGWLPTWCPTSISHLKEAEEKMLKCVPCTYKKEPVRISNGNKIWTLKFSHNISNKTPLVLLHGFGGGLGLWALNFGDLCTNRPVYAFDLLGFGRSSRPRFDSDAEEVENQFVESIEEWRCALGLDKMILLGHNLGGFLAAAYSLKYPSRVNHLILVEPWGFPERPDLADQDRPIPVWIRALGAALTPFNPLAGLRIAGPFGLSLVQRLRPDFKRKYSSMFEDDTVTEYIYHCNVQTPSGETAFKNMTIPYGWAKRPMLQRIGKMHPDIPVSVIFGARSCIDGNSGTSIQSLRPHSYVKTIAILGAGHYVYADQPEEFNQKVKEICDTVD
HTR2A ag – agonists of mouse serotonin 5-HT2A receptor (HTR2A) | 360,000 compounds, 0.66% hits | P35363 | AID 624169 | activation, % at 7.6 µM | CHO-K1 mHTR2A beta-arrestin complementation, luminescence; percent of 30 µM serotonin response;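 active = activation above a run cutoff, the mean activation of all tested compounds plus 3 SD, cut at about 14% in these data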;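 also: 0% = plate median of compound wells and 100% = 30 µM serotonin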
H9c2 protect – protects H9c2 cardiomyocytes from peroxide injury; H2O2 injury protection, ATPLite, 2 h; protection from H2O2 cell death, % at 20 µM; 360,000 compounds, 0.63% hits;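 active = compounds giving at least 50% protection of heart cells from peroxide-induced death in the single-dose screen, raw or plate-pattern-corrected value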;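 also: 0% = DMSO wells with peroxide and 100% = DMSO wells without peroxide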
ABCB6 inh MLPCN – human ABCB6 transporter inhibition; 360,000 compounds, 0.19% hits; fluorescence ratio to DMSO, % at 10 µM; K562-ABCB6 porphyrin accumulation, flow cytometry, 1 h; hits give low values;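 active = fluorescence ratio to DMSO below 75%, the collection mean minus 3 SD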;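 also: signal is porphyrin accumulated inside mitochondria; 100% equals median channel fluorescence of DMSO control wells; lower ratio means ABCB6 inhibition with less porphyrin fluorescence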
MC4R antag cAMP – blocks human MC4R cAMP signaling; inhibition, % at 6.5 µM; AID 540295; MC4R-expressing cells, MTII-stimulated cAMP, LANCE TR-FRET; P32245; 360,000 compounds, 0.48% hits;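 active = inhibition above its plate's cutoff, the mean of tested wells on that plate plus 3 SD, cut at about 29% in these data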;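 also: 0% = Melanotan II alone and 100% = Melanotan II plus saturating MCL0020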
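System: U2OS cells stably expressing human melanocortin 4 receptor (MC4R). Reagent: Melanotan II challenge after compound preincubation. Doses: 6.5 µM. Times: 30-min compound, 1-h challenge, 1-h detection, room temperature. Measured by: TR-FRET with Eu-cAMP and labeled anti-cAMP, 671 nm. Replicates: singlicate.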
SRC2 inh – human SRC2 (NCOA2) inhibition; HEK293 GAL4-SRC2 luciferase reporter, luminescence; Q15596; 370,000 compounds, 0.17% hits; inhibition, % at 9 µM;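 active = inhibition above the mean inhibition of all tested compounds plus 3 SD, set per campaign, cut at about 52% in these data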;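 also: 0% = DMSO treated cells and 100% = cells given Gossypol at 36 µM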
TLR9-MyD88 block – blocks human TLR9 binding to MyD88; Q9NR96+Q99836; CHO BLA complementation TLR9-MyD88, CCF4 FRET ratio; inhibition, % at 4.98 µM; 340,000 compounds, 0.21% hits; AID 504734;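 active = inhibition above the mean over all tested compounds plus 3 SD, cut at about 21% in these data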;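 also: 0% = DMSO only wells and 100% = clavulanate BLA inhibitor control wells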
MC4R ag barr – activates human MC4R beta-arrestin recruitment; U2OS MC4R beta-arrestin complementation, luminescence; percent of melanotan II response, DMSO zero; P32245; activation, % at 8.9 µM; 360,000 compounds, 0.98% hits;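 active = activation above a per-plate cutoff, the mean activation of sample wells on that plate plus 3 SD, cut at about 8% in these data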
Starred values were filed as active, the others as inactive; . = no result given.

SMILES	N-glyco inh	NOD2 RIPK2 PPI	ABHD5-PLIN5 inh	HTR2A ag	H9c2 protect	ABCB6 inh MLPCN	MC4R antag cAMP	SRC2 inh	TLR9-MyD88 block	MC4R ag barr
Cc1c(C(=O)c2ccc([N+](=O)[O-])cc2)c(=O)n(C)c(=O)n1C	6	1	-2	0	-2	93	7	-7	10	-1.5
c1ccc2c(c1)c1cccc3ccc4cccc2c4c31	-3	-5	7	4	6	100	-1	5	-2	0.8
CCCC#Cc1ccc2c(c1)O[C@H](CN(C)S(=O)(=O)c1cccc(OC)c1)[C@H](C)CN([C@H](C)CO)S2(=O)=O	-3	-16	3	1	-4	103	6	-14	6	-1.4
CN(Cc1ccccc1)C(=O)c1ccc(Cl)c([N+](=O)[O-])c1	3	2	7	6	-2	103	22	3	-4	-0.6
CC1(C(=O)NS(=O)(=O)c2ccc(C#N)cc2)CCN1C(=O)c1ccccc1CCc1ccccc1 (stereo not given)	-1	-6	0	4	-9	90	8	-8	.	0.3
CCOc1ccccc1NC(=O)CCc1nnc2ccc(N3CCC4(CC3)OCCO4)nn12	2	-6	7	-2	1	102	14	0	3	0.3
COc1ccccc1C(O)(C(=O)NNc1ccccc1C)c1ccccc1OC	-3	-7	7	-4	-3	89	-5	9	-10	-0.2
O=C(COc1ccc(Cl)cc1Cl)NNC(=S)NC(=O)c1ccco1	2	-1	-1	4	19	105	4	4	4	-3.4
CC(=O)N1N=C(c2cccc(Cl)c2)OC1c1ccc(C(C)C)cc1 (stereo not given)	0	-6	-3	5	-2	103	0	-8	-1	-0.4
CC(Oc1ccc(Cl)cc1)c1ccnn1S(C)(=O)=O (stereo not given)	-2	-8	0	-2	0	87	1	-1	4	0.0
NCC1CC2c3ccccc3C1c1ccccc12 (stereo not given)	-1	8	11	-4	-2	77	4	-11	5	-0.5
O=C(c1ccc(S(=O)(=O)N2CCCCC2)cc1)N1CCN(Cc2ccc3c(c2)OCO3)CC1	-3	-6	5	-3	-7	111	0	5	0	-0.9
CC(=O)Nc1ccc(Cl)c(-c2nc3ncccc3o2)c1	2	3	0	-6	3	99	2	-5	7	-1.9
CCCC[C@@H]1CCCO[C@@](C(=O)NCc2cc(C)n(C)n2)(C(F)(F)F)C1	3	-7	5	1	2	97	-2	10	-4	-1.6
Cc1ccc(C(=O)NCC(C)(C)N2CCOCC2)s1	0	-6	1	1	13	96	3	23	14	-1.1
COc1ccc(CN(CC(=O)NCc2ccco2)C(=O)CCC(=O)Nc2ccccn2)cc1	1	4	3	-2	6	96	6	-11	1	-1.0
COc1ccc(C(C(=O)NC(C)(C)C)N(C(=O)CCC(=O)Nc2cc(C)on2)c2c(C)cccc2C)cc1 (stereo not given)	-1	-8	-1	8	2	93	12	-10	3	-1.9
COc1ccc(N2CCN(C(=O)COC(=O)CSc3ccccc3)CC2)cc1	3	3	-7	0	-5	96	11	5	2	-3.2
O=C(CSc1nnc(-c2ccco2)n1Cc1ccco1)NCc1cccs1	1	-1	2	0	-1	99	7	1	0	-1.3
COCCCNC(=O)C1CCC(CNS(=O)(=O)c2ccc(Cl)cc2)CC1 (stereo not given)	-1	-7	-3	-2	-14	107	3	-3	1	1.2
Cc1cccc(C)c1-n1nnnc1C1c2ccccc2C(=O)N1CCCn1ccnc1 (stereo not given)	.	-6	4	0	.	94	.	-6	.	.
CCC(CC)C(C(=O)NC1CCCC1)N1CCN(c2cc(C)nc3ccccc23)CC1 (stereo not given)	.	-17	1	1	.	.	.	15	.	.
COc1cc(CC(NC(C)=O)C(=O)NC2CCN(c3nc(OC)nc(OC)n3)CC2)cc(OC)c1 (stereo not given)	2	2	-3	3	0	95	20	-4	-3	-4.5
O=C(COC(=O)c1ccc(F)cc1F)NCCC1=CCCCC1	1	1	5	1	2	99	-5	8	4	-1.8
N#Cc1cc2c(nc1SCC(=O)N1CCOCC1)CCCCC2	-11	-12	-1	0	3	97	-2	23	-12	1.1
Cc1ccc(S(=O)(=O)N2C[C@H]3C(=O)C[C@@H](c4ccccc4)N(S(=O)(=O)c4cccc(C)c4)[C@H]3C[C@H]2c2ccccc2)cc1	-1	-7	3	1	0	97	.	6	.	.
COc1ccc(C(C)(O)c2nc(-c3csc4ccccc34)cs2)cc1 (stereo not given)	18	0	1	7	-16	89	-8	-44	.	0.8
COc1ccc(OC)c(N(CC(=O)NCc2ccncc2)S(C)(=O)=O)c1	-1	7	2	-4	1	102	-1	-4	6	-3.5
C=C1C[C@H]2[C@@H]3CCc4cc(OC)ccc4[C@H]3CC[C@]12C	0	2	-3	-3	-8	101	-1	-40	6	-2.5
CC(C)(C)n1ncc2c(=O)n(CC(=O)Nc3ccc(Cl)cc3)cnc21	3	-1	-2	5	-10	89	-7	0	8	-1.8
Fc1ccc(CNC(=S)NCc2ccccc2)cc1	0	-3	10	-1	-2	100	0	2	-2	0.9
NC(N)=Nc1nc2ccc(Cl)cc2c(=O)[nH]1	3	-5	-1	-2	34	84	3	3	0	-1.0
CC(=O)Nc1c(C(N)=O)oc2ccc(Cl)cc12	2	6	-7	-2	2	102	22	6	-15	-1.3
CC1CC2=C(C(=O)O1)C(c1ccccc1)Nc1ccccc1N2 (stereo not given)	1	-2	7	1	-2	98	8	2	2	0.5
Cc1cccc(N2C(=O)CC(N3CCN(C(=O)c4ccccc4)CC3)C2=O)c1 (stereo not given)	21	-9	4	0	-2	102	8	2	1	-2.2
O=C(/C=C/c1ccc(OC2CSC2)cc1)c1ccccc1	2	-7	16	-3	-10	93	14	-40	1	2.0
Cc1ccccc1C(=O)NC(=S)NCC(=O)c1ccccc1	-4	-13	-1	0	4	86	5	-4	6	0.9
O=C(COc1ccccc1Cl)NC(=O)NC1CCCC1	-2	-5	-4	-1	4	102	-1	-52	-17	0.8
CC(C)(C)CN1C(=O)C(=O)NC[C@@H]1CCCCN	3	-2	3	-1	1	97	7	8	-5	0.9
CC(C)(C)NC(=O)CC1C[C@H](C(=O)N2CCCCC2)[C@@]2(C)c3[nH]c4ccccc4c3CCN2C1=O (stereo not given in full)	-1	-4	0	4	4	94	-1	0	1	-0.6

Quoted at random: four entries already listed.
SMILES	N-glyco inh	NOD2 RIPK2 PPI	ABHD5-PLIN5 inh	HTR2A ag	H9c2 protect	ABCB6 inh MLPCN	MC4R antag cAMP	SRC2 inh	TLR9-MyD88 block	MC4R ag barr
Fc1ccc(CNC(=S)NCc2ccccc2)cc1	0	-3	10	-1	-2	100	0	2	-2	0.9
O=C(COC(=O)c1ccc(F)cc1F)NCCC1=CCCCC1	1	1	5	1	2	99	-5	8	4	-1.8
Cc1ccccc1C(=O)NC(=S)NCC(=O)c1ccccc1	-4	-13	-1	0	4	86	5	-4	6	0.9
CCC(CC)C(C(=O)NC1CCCC1)N1CCN(c2cc(C)nc3ccccc23)CC1 (stereo not given)	.	-17	1	1	.	.	.	15	.	.

Continuation:
SMILES	N-glyco inh	NOD2 RIPK2 PPI	ABHD5-PLIN5 inh	HTR2A ag	H9c2 protect	ABCB6 inh MLPCN	MC4R antag cAMP	SRC2 inh	TLR9-MyD88 block	MC4R ag barr
Cc1ccccc1N=C1NC(=O)CC(c2ccccc2)S1 (stereo not given)	0	4	3	-6	-12	100	4	-6	-6	2.2
CCCCN(CCCC)CCCNC(=O)CC1Oc2ccc(C)cc2NC1=O (stereo not given)	-1	3	-5	0	0	99	13	13	0	-1.2
O=C(COc1ccc(Cl)cc1)Nc1cc(NC(=O)COc2ccc(Cl)cc2)cc(C(=O)O)c1	2	-1	2	1	0	97	4	-2	-3	0.9
CCOC(=O)c1ccc(S(=O)(=O)N2CCN(C(C)=O)CC2)cc1	-3	-1	13	3	-4	101	2	-12	-1	1.0
CCNc1nc(NCC)nc(N(n2cnnc2)S(=O)(=O)c2ccc(C)cc2)n1	1	-8	8	-5	6	98	5	6	-6	0.0
Cc1c(F)cccc1NC(=O)CCCCCC1NC(=O)NC1C (stereo not given)	3	-9	5	0	2	99	13	-36	6	-2.1
C=C(C)CNC(=S)N/N=C/c1ccco1	-2	-8	2	0	3	90	-4	14	-7	-1.9
CC1CCN(C(=O)COC(=O)c2cccc(S(=O)(=O)N(C)c3ccccc3)c2)CC1	-4	7	-7	-4	4	96	5	5	8	-1.6
O=C(Nc1ccc(Cl)c(C(F)(F)F)c1)C(=O)N1CCCCC1	0	-6	-9	-7	-10	101	3	11	-8	-0.9
CN(C)C=Nc1ccc2nn(-c3ccccc3)nc2c1	-3	0	3	-3	-6	95	0	-81	0	-0.3
O=C(/C=C/c1ccccc1)Nc1nc(-c2ccncc2)cs1	-10	-5	11	-5	7	87	2	6	-2	1.2
COc1cccc(N2CCN(C(=O)c3ccc(Cl)c(NC4=NC5CS(=O)(=O)CC5S4)c3)CC2)c1 (stereo not given)	0	-10	6	6	5	102	-7	-15	3	-1.8
CSc1nc(N)nc2c1ncn2CC(=O)NCC1CCCO1 (stereo not given)	-1	-3	-4	0	-1	100	2	14	-3	-1.1
Cc1cccc(CCNC(=O)CC2C(=O)NCCN2CC2CCCCC2)n1 (stereo not given)	0	2	1	-3	-2	97	15	6	2	-0.8
COc1ccc(/C=N/N=C2\CC3CCC2(C)C3(C)C)cc1O (stereo not given)	-1	-6	3	-1	4	142	6	-31	-7	-1.0
COc1ccc(C(=O)NC(C)c2ccccc2)cc1Br (stereo not given)	-2	-7	-2	-4	4	126	-1	-13	3	0.5
COc1ccc2c(c1)C1(Nc3ccccc3-c3nc4ccccc4n31)C(=O)N2 (stereo not given)	0	-7	-2	6	-5	90	6	-4	2	-1.8
Cc1cccc(CCNC(=O)CN(C)S(=O)(=O)c2ccc3c(c2)c(=O)n(C)c(=O)n3C)c1	-1	-3	-5	-3	15	100	1	-9	0	-1.8
O=C(CCc1ccccc1)NC(=S)Nc1cc(C(F)(F)F)ccc1N1CCOCC1	-1	-6	-17	-6	-4	96	16	.	-9	-1.2
O=C(Oc1cccc(-n2cnnn2)c1)C1CCCCC1	-1	4	-5	0	-3	85	-1	-14	2	-0.3
Cc1cc(-c2nnc(-c3ccccc3)c(-c3ccccc3)n2)c(C)o1	-2	1	5	0	0	107	8	-12	-6	-2.2
CCCCN(N=Nc1nonc1OC)c1nonc1OC	-2	3	0	-1	11	104	18	6	9	2.9

These rows are one share of the data; the hit share may differ from the screen's.
